bovine MsrA act = bovine methionine sulfoxide reductase A activation; activation, % at 10.6 µM; actives 0.3% (n = 360,000); purified bovine MsrA, absorbance read-out; in the data active = activation above about 7.5%;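 also: 0% = vehicle and 100% = reference activator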
MT1-MMP act inh = blocks activation of human MT1-MMP | HT1080 RFP-PRO-GFP cells, GFP/RFP ratio fluorescence, overnight; percent of plate control window, DMSO zero | GFP/RFP ratio change, % at 20 µM | actives 0.061% (n = 360,000);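 active = GFP/RFP ratio change of at least 30% with cell ATP level not reduced by more than half and red fluorescence within 50% of control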; also: strong numbers were not always called active
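Assay system: HT1080 RFP-PRO-GFP cells. Benchmarks: DMSO vehicle wells and RFP-L50D-GFP reporter cell wells. Times: overnight cell settling, then overnight compound exposure, 37 °C, 5% CO2. Compound: 20 µM single dose, 1% DMSO. Read-out basis: GFP/RFP fluorescence ratio.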
E coli Lon inh = inhibits E. coli Lon protease | purified E. coli Lon protease, fluorescence polarization | inhibition, % at 7.94 µM | actives 0.42% (n = 360,000) | AID 602123; in the data active = inhibition above about 13%, passing the limit was not always enough;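 also: 0% = enzyme with probe and DMSO and 100% = no enzyme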
Neddylation inh = cullin neddylation inhibition; P61081+Q13564; TR-FRET cullin neddylation, biochemical; calls only at 25 µM; actives 0.58% (n = 360,000); AID 651699; in the data active = inhibition above about 36%
SKN-1 inh = inhibitors of C. elegans SKN-1 | inhibition, % at 21.8 µM | C. elegans VP596 Pgst-4::GFP/RFP ratio, acrylamide-induced, 24 h | actives 0.49% (n = 360,000) | AID 624304;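 active = interference check ratio from 0.5 to 1.5 plus GFP to RFP signal ratio inhibition reaching or exceeding a fixed threshold, cut at about 30% in these data, passing the limit was not always enough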; also: some compounds called inactive have numbers as strong as hits
CendR NRP1 mod = modulators of CendR peptide binding to human neuropilin-1; O14786; FAM-RPARPAR peptide binding to NRP-1, fluorescence polarization; inhibition, % at 25 µM; actives 0.85% (n = 360,000);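 active = inhibition or corrected inhibition above about 18%, plus a signal ratio from 0.5 to 1.5, limit read from the data, passing the limit was not always enough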; also: strong numbers were not always called active
Rin1-Abl PPI inh = inhibitors of human Rin1-Abl protein interaction | TR-FRET Rin1/Abl binding, biochemical | inhibition, % at 7.35 µM | actives 0.4% (n = 360,000) | P00519+Q13671; in the data active = inhibition above about 5%, passing the limit was not always enough
MLLE-PAM2 inh = inhibitors of microRNA-mediated deadenylation, human PABP1 MLLE binding; inhibition, % at 20 µM; P11940; actives 0.36% (n = 360,000); GST-MLLE / FITC-PAM2 fluorescence polarization; AID 588489; in the data active = inhibition above about 35%, passing the limit was not always enough;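 also: plate controls were DMSO wells with GST-MLLE for no effect and wells lacking GST-MLLE protein for full effect; some results filed as inactive read as strong as hits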
FAS-TE inh = FAS thioesterase (human) inhibition | P49327 | recombinant FAS-TE, OMFH fluorogenic substrate, fluorescence endpoint | inhibition, % at 15 µM | actives 0.67% (n = 360,000) | AID 602261;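 active = compounds whose normalised, plate-corrected inhibition of enzyme fluorescence in the single-dose primary screen is 50% or more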;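 also: 0% = DMSO with enzyme and 100% = substrate without enzyme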
Target sequence (P49327 whole entry, looked up): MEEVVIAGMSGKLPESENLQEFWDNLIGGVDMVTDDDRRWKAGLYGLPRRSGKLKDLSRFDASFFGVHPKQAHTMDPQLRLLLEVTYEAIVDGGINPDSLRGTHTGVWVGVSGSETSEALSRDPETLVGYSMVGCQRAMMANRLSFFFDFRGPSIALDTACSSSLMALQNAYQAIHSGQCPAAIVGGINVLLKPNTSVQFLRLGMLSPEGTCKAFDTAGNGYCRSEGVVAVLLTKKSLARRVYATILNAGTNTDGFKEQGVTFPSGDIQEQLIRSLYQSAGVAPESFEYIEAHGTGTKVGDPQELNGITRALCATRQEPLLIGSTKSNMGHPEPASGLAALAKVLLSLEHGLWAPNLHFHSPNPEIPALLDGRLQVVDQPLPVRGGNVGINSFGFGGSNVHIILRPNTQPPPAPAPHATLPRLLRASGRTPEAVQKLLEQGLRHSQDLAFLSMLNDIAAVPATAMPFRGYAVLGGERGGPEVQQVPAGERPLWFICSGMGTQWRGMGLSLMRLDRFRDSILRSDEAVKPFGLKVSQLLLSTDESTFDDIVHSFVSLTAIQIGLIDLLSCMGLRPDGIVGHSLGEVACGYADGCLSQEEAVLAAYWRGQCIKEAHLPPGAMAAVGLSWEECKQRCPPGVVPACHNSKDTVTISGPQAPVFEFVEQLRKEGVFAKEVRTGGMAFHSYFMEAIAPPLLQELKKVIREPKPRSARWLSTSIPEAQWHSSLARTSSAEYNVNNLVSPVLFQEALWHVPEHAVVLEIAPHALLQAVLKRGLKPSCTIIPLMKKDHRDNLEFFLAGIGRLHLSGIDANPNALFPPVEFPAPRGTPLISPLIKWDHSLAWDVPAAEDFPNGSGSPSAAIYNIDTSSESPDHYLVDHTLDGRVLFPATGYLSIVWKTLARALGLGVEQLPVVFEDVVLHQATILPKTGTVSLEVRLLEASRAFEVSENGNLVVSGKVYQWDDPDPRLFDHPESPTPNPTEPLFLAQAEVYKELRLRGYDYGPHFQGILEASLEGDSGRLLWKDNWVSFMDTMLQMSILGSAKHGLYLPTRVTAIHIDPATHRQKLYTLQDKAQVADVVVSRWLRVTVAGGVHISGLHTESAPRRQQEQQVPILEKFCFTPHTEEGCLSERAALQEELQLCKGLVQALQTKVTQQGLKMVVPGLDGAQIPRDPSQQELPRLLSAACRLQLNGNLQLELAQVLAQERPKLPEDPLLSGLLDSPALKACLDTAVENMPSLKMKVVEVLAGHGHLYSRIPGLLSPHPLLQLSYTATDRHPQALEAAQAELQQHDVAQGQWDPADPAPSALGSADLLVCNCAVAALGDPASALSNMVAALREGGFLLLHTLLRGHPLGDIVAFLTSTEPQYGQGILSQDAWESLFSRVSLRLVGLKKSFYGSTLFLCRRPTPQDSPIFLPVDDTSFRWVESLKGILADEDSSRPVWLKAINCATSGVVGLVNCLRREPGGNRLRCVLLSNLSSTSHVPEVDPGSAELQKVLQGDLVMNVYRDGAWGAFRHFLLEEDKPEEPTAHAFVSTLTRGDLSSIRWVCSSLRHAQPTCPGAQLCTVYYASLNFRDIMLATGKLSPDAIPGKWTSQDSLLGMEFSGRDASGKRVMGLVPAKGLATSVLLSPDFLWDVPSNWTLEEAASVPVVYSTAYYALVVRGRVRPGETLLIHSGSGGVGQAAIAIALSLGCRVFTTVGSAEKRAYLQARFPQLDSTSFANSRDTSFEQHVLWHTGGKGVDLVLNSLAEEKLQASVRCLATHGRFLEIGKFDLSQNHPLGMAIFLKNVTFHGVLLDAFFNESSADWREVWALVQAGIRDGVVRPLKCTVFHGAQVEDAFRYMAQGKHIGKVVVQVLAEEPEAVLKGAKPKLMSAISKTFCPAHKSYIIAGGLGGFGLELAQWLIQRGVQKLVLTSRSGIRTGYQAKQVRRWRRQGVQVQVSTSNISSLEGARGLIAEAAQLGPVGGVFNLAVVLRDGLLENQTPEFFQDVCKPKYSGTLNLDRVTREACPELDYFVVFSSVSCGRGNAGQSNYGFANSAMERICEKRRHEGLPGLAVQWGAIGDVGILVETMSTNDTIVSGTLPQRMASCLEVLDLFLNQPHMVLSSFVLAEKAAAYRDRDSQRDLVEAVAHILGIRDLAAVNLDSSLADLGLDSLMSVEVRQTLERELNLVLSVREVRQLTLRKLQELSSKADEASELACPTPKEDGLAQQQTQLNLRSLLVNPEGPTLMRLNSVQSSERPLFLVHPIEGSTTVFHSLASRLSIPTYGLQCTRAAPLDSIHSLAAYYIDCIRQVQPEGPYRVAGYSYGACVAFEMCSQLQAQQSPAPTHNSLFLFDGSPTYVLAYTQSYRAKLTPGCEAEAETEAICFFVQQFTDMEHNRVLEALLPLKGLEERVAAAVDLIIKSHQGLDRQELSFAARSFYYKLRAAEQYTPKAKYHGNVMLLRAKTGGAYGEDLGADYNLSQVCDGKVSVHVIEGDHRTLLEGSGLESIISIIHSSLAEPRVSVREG
Starred values were filed as active, the others as inactive; i = inactive; / = not tested or not shown; + = active, no number.

SMILES	bovine MsrA act	MT1-MMP act inh	E coli Lon inh	Neddylation inh	SKN-1 inh	CendR NRP1 mod	Rin1-Abl PPI inh	MLLE-PAM2 inh	FAS-TE inh
O=C1Nc2ccc([N+](=O)[O-])cc2OC1CCN1CCN(Cc2ccccc2)CC1 (configuration not stated)	-2	6	4	i	-2	2	-5	-9	5
CN(CC(=O)Nc1cccc(F)c1)C(=O)c1cn2ccccc2n1	-4	3	5	i	-3	6	1	-2	-8
O=C(Nc1ccc(N2CCOCC2)cc1)c1cccc(S(=O)(=O)N2CCOCC2)c1	-5	4	-8	i	-3	-4	2	4	-2
O=C(O)c1cccc2c1C(=O)c1ccc(N3CCCCC3)cc1S2(=O)=O	-2	-37	-39	i	31	-79	-3	-31	-10
CCOC(=O)CNC(=O)N1CCCC(CNS(=O)(=O)Cc2ccccc2)C1 (configuration not stated)	-9	-2	-4	i	-14	2	3	-8	-6
CCOc1ccccc1NC(=O)C(c1ccccc1)N1CCN(C(=O)c2ccco2)CC1 (configuration not stated)	-2	-2	8	i	23	0	-2	12	12
Cc1ccc(COC[C@H](CC(C)C)N2CCN(C(=O)c3cccc(C(F)(F)F)c3)CCC2=O)cc1	1	-10	2	i	2	-8	/	/	19
COc1cccc(C(O)c2ncc(-c3cccc4ccccc34)[nH]2)c1 (configuration not stated)	2	1	-3	i	10	-7	0	-7	2
COc1ccc(CNC(=O)CN2C(=O)NC3(CCCc4sccc43)C2=O)cc1OC (configuration not stated)	-2	2	1	i	1	10	-3	-11	-5
CS(=O)(=O)NCCNc1ccc(C(F)(F)F)cc1[N+](=O)[O-]	-3	0	-1	i	5	8	0	-13	-4
CCCCOc1ccc(S(=O)(=O)N2CCN(c3ccc(N4CCN(CC)CC4)nn3)CC2)cc1	0	-2	1	+	-8	4	-4	-2	60*
O=C(CN(Cc1ccc(F)cc1)C(=O)CCC(=O)Nc1nccs1)NCc1ccc(F)cc1	-2	-3	-6	i	17	-4	-1	0	3
CCc1ccc(C(=O)COC(=O)[C@@H](NC(N)=O)[C@@H](C)CC)cc1	-3	3	-8	i	-5	-6	3	10	2
CCN=C1S/C(=C\c2cn(C(C)=O)nc2-c2ccccc2)C(=O)N1CC	-3	5	-13	i	22	3	5	1	3
CCNC(=O)NC(=O)C(C)OC(=O)c1cc(S(=O)(=O)N2CCCCCC2)ccc1OC (configuration not stated)	-8	5	4	i	4	-8	-3	2	-2
O=C(COc1cccc(-n2cnnn2)c1)Nc1ccc([N+](=O)[O-])cc1	-5	-3	2	i	22	-4	1	13	15
COc1cccc(C#Cc2ccc3c(c2)O[C@H](CN(C)C)[C@@H](C)CN([C@@H](C)CO)S3(=O)=O)c1	-2	8	-3	/	-3	-5	1	-5	4
N#CC1(NC(=O)COC(=O)c2cc([N+](=O)[O-])ccc2N2CCCC2)CCCCC1	-1	-1	-7	i	-5	4	2	16	66*
COc1cc(-c2nc3ccccc3c(=O)n2N)cc(OC)c1OC	-2	-1	-1	i	-2	-4	-2	1	-8
CCCONC(=O)Nc1ccccc1[N+](=O)[O-]	-3	1	-1	i	7	-6	-5	5	-7

Entries of single compounds as entered above:
Entry for `CCc1ccc(C(=O)COC(=O)[C@@H](NC(N)=O)[C@@H](C)CC)cc1` = bovine MsrA act: -3; MT1-MMP act inh: 3; E coli Lon inh: -8; Neddylation inh: i; SKN-1 inh: -5; CendR NRP1 mod: -6; Rin1-Abl PPI inh: 3; MLLE-PAM2 inh: 10; FAS-TE inh: 2
Entry for `O=C1Nc2ccc([N+](=O)[O-])cc2OC1CCN1CCN(Cc2ccccc2)CC1` (configuration not stated) = bovine MsrA act: -2; MT1-MMP act inh: 6; E coli Lon inh: 4; Neddylation inh: i; SKN-1 inh: -2; CendR NRP1 mod: 2; Rin1-Abl PPI inh: -5; MLLE-PAM2 inh: -9; FAS-TE inh: 5
Entry for `COc1cccc(C(O)c2ncc(-c3cccc4ccccc34)[nH]2)c1` (configuration not stated) = bovine MsrA act: 2; MT1-MMP act inh: 1; E coli Lon inh: -3; Neddylation inh: i; SKN-1 inh: 10; CendR NRP1 mod: -7; Rin1-Abl PPI inh: 0; MLLE-PAM2 inh: -7; FAS-TE inh: 2

(next part)
SMILES	bovine MsrA act	MT1-MMP act inh	E coli Lon inh	Neddylation inh	SKN-1 inh	CendR NRP1 mod	Rin1-Abl PPI inh	MLLE-PAM2 inh	FAS-TE inh
O=C(CSc1cccc[n+]1[O-])Nc1c(Br)cc([N+](=O)[O-])cc1Br	-14	-2	-4	i	11	2	-2	0	2
CSc1ncccc1C(=O)Nc1ccc(S(=O)(=O)NC2=NCCCCC2)cc1	7	0	-9	i	-1	8	-4	-8	0
Cc1ccc(-c2nnc(N3CCN(C(=O)COc4cccc(C)c4)CC3)c3ccccc23)cc1	-4	0	3	i	4	12	1	-7	9
N#CCCN1CCN(S(=O)(=O)c2ccc(S(=O)(=O)NCc3ccccc3)cc2)CC1	-1	-1	-3	i	0	-10	-1	-9	3
COc1cccc(C(=O)NNC(=O)c2ccc(NS(=O)(=O)c3cccs3)cc2)c1OC	-6	5	5	i	8	11	-1	9	-6
CCCOc1cccc(C(=O)Nc2ccc3c(c2)OCCO3)c1	2	0	-6	i	-5	4	-2	5	8
CCCSC1=N/C(=C/c2ccsc2)C(=O)N1c1ccccc1	-3	-4	-28	i	9	-1	0	0	-5
COC(=O)c1c(C)[nH]c(C(=O)OCC(=O)c2c(N)n(CC(C)C)c(=O)n(C)c2=O)c1C	-2	-2	-3	i	6	-12	2	10	3
Cn1c(N)c(C(=O)COc2ccc(C#N)cc2)c(=O)n(C)c1=O	2	-10	4	i	-1	-4	2	6	-4
CCN(CC)C(=O)c1nc[nH]c1C(=O)N1CCN(C(=O)OC(C)(C)C)CC1	-5	-2	6	i	0	23	-1	-2	-16
CCC(Oc1ccccc1)C(=O)NCCOC (configuration not stated)	-4	0	2	i	3	-17	-1	27	-9
CC1CCCCC12NC(=O)N(CC(=O)NCc1ccco1)C2=O (configuration not stated)	-1	-1	-1	i	-4	-8	2	0	-8
CN1CCN(C(=O)c2ccc3c(c2)N(C)C(=O)/C(=C/c2cccc(Cl)c2)S3)CC1	-1	4	-5	i	7	9	-1	-4	-7
CC1(C)Cc2cccc(OCC(=O)NCc3ccccc3)c2O1	-3	-5	0	i	2	-4	1	0	-4
CCCc1nc(SCC(=O)NNC(=O)C2CCCCC2)c2ccccc2n1	-3	-2	0	i	-2	10	-18	32	-10
COc1ccccc1CNC(=O)COC(=O)c1cc([N+](=O)[O-])ccc1N1CCOCC1	-1	-1	16	i	-13	14	0	-8	79*
O=C(O)C1=C[C@@H](C2CCCCC2)C[C@@H](OCCCCO)O1	-1	1	-4	i	-3	-34	-2	-6	-6
O=C(Nc1ccccc1Oc1ccccc1)C1CC1	-3	0	-3	i	-38	9	2	-8	-4
CCCCOc1ccccc1C1NC(=O)NC(C)=C1C(=O)OCc1ccco1 (configuration not stated)	8.9*	-5	-6	i	7	-21	5	-6	-2
COc1ccc(-n2c(C)c(C)c3c(NCCO)ncnc32)cc1	-5	1	-4	i	-4	-13	2	-10	-4

Next section (two carried over from the part before).
SMILES	bovine MsrA act	MT1-MMP act inh	E coli Lon inh	Neddylation inh	SKN-1 inh	CendR NRP1 mod	Rin1-Abl PPI inh	MLLE-PAM2 inh	FAS-TE inh
CCCCOc1ccccc1C1NC(=O)NC(C)=C1C(=O)OCc1ccco1 (configuration not stated)	8.9*	-5	-6	i	7	-21	5	-6	-2
COc1ccc(-n2c(C)c(C)c3c(NCCO)ncnc32)cc1	-5	1	-4	i	-4	-13	2	-10	-4
Cc1ccnc(Nc2nc(-c3ccc(O)cc3O)cs2)c1	-2	3	-11	i	-1	-4	2	5	16
COc1ccccc1NC(=O)c1ccc(CS(=O)(=O)c2ccc(C)cc2)cc1	-2	1	0	i	4	2	-5	0	8
Cc1ccn2c(c1)nc(=O)c1cc(S(=O)(=O)N3CCOCC3)ccc12	-4	-1	3	/	-3	21*	-1	20	-4
CC1Cc2ccccc2N1C(=O)CSc1nnc(-c2ccc(S(=O)(=O)N3CCOCC3)cc2)n1C (configuration not stated)	-1	-2	-2	i	0	2	0	0	-5
O=C(CC1CS(=O)(=O)CC1CC(=O)Oc1ccccc1F)Oc1ccccc1F (configuration not stated)	-2	3	-3	i	-3	-4	-1	5	-4
NC(=O)CC(NC(=O)c1ccccc1)c1ccc(NC2CCC2)c([N+](=O)[O-])c1 (configuration not stated)	-2	14	-9	i	7	0	-2	24	-6
Cc1ccc(CNc2ncnc3ccc(-c4ccc(CO)o4)cc23)o1	-7	-16	-16	/	12	-11	-2	16	-5
Cc1cc(OCC(=O)N2CCC(C(N)=O)CC2)c2c(C)c(C)c(=O)oc2c1	-2	0	-2	/	12	-6	1	-7	-2
COc1ccc2c3c1O[C@H]1C[C@@H](O)C=C[C@@]31CCN(C)C2	-8	-5	0	i	-4	6	-2	-7	-4
COc1ccccc1CCNC(=O)C(=O)NCCC1CCCCN1S(=O)(=O)c1cccs1 (configuration not stated)	-3	-3	-8	i	11	1	0	15	14
O=C(COc1ccc(Nc2ccccc2)cc1)Nc1ccncc1	-3	-2	-14	i	18	-5	7	14	1
CCC(C)c1ccc(OCC(=O)NNC(=O)C2CCCCC2)cc1 (configuration not stated)	-3	4	-5	i	13	2	3	9	6
COCCCNC(=O)/C(C#N)=c1\s/c(=C\c2ccccc2OC(F)F)c(=O)n1CCCOC	-4	-4	4	i	-1	-81	0	-8	-3
O=C(CSc1nnc(CNC(=O)c2ccc(F)cc2)o1)Nc1ccc2c(c1)OCO2	-4	0	-5	i	16	2	2	-11	-4
Cc1c(NC(=O)CSc2ccc3ccccc3n2)c(=O)n(-c2ccccc2)n1C	-4	0	-10	i	-7	14	2	11	-5
COc1ccc(F)cc1S(=O)(=O)Nc1cccc(C(=O)O)c1	-5	1	6	i	-15	-8	0	18	-6
CCN1C(=O)C(CC(=O)Nc2ccc(OC)cc2)N(Cc2ccc3c(c2)OCO3)C1=S (configuration not stated)	-5	1	-19	i	14	-9	0	4	17
CC(C)(C)OC(=O)C(Oc1ccccc1[N+](=O)[O-])C(=O)OC(C)(C)C	/	-2	/	i	-7	9	/	/	/

Source: PubChem BioAssay
